# Sm TGR inh: qHTS Assay for the Inhibitors of Schistosoma Mansoni Peroxiredoxins | Schistosoma mansoni thioredoxin glutathione reductase (TGR), Q962Y6 | AID 485364, 2010 | Potency, µM (titrated, usually from 114 µM), inactives show at the highest dose activity change, negative = inhibition, actives largely listed as inhibitors | purified TGR, DTNB reduction, TNB absorbance 405 nm | hit rate 3% among 360,000; also: potency is read from the fitted curve at half-maximal effect; nearly all actives have a fitted effect of over 60% in size
#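 TGR 20 nM + NADPH 100 uM (dispensed conc.), cpd preinc 15 min RT; start with NADPH (500 uM addition) then DTNB (15 mM addition). Kinetic TNB absorbance, 405 nm filter. Four-parameter Hill fit across titration.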
# HCV inh: qHTS Assay for Inhibitors of Hepatitis C Virus (HCV); Potency, µM (titrated, usually from 41.8 µM), for inactives: top-dose activity change, negative = inhibition, hits mostly inhibitors; Huh7.5.1 HCVcc-Cre infection, luciferase reporter, 44 h; hit rate 3.4% among 340,000; also: potency is read from the fitted curve at half-maximal effect
#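 Antiviral activity was scored by luciferase reporter output from cells infected with HCVcc-Cre (~0.5 moi) in presence of compound, 44 h infection period, cells seeded 1,000/well 4 h prior.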
# AmpC no deterg: qHTS Inhibitors of AmpC Beta-Lactamase (assay without detergent). P00811. AmpC nitrocefin hydrolysis, absorbance 480 nm, 0.0001% Triton. Potency, µM (titrated, usually from 57.1 µM), without a hit: at the top dose activity change, negative = inhibition, actives largely listed as inhibitors. hit rate 0.52% among 330,000. AID 485341, 2010;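 also: potency is read from the fitted curve at half-maximal effect; plate controls were no compound for no effect and no enzyme for full effect; nearly all actives have a fitted effect of over 20% in size; some results filed as inactive show a strong effect at the top dose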
# Target sequence (P00811 whole entry, looked up): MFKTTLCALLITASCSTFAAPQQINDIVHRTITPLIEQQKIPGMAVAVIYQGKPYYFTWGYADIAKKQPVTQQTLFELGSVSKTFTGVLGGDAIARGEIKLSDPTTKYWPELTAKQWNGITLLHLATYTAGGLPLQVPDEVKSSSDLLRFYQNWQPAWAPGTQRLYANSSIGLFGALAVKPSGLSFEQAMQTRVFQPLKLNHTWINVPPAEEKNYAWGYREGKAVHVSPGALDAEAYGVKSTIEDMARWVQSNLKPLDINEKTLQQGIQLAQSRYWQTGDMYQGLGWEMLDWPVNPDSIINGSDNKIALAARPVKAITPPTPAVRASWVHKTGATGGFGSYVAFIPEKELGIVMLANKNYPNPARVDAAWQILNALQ
#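 20 mM phosphate pH 7.0 + 0.01% (detergent screen) or 0.0001% Triton X-100; 5.3 nM AmpC reagent; cpd preinc 15 min RT; nitrocefin (800 uM stock) to start; A480 q20 s × 4 min; Activity was normalised to no-enzyme and no-compound control wells.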
# Giardia FBPA inh: qHTS Assay for Inhibitors of Fructose-1,6-bisphosphate Aldolase from Giardia Lamblia; A8B2U2; purified Giardia FBPA; hit rate 0.71% among 290,000; Potency, µM (highest dose often 59.6 µM), inactives show at the highest dose activity, negative = inhibition, hits mostly inhibitors; also: potency is read from the fitted curve at half-maximal effect; nearly all actives have a fitted effect of over 55% in size
# Target sequence (A8B2U2 whole entry, looked up): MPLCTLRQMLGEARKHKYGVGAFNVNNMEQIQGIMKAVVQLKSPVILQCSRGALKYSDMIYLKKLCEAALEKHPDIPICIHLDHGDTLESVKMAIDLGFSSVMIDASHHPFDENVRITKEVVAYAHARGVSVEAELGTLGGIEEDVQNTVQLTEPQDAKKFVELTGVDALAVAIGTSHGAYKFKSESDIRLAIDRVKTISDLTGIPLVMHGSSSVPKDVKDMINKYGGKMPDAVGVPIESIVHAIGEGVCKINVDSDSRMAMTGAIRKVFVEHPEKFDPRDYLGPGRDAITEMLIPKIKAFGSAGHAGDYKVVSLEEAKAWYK
#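 40 nM FBPA preincubated 10 min at RT with compound (up to 57.5 uM final), then substrate plus GAPDH/TPI/NAD/arsenate coupling and diaphorase/resazurin added. Fluorescence read after 20 min at RT, 525/598 nm.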
# HCMV antiviral: qHTS Assay for inhibitors of the human cytomegalovirus (HCMV) | hit rate 4.5% among 410,000 | AID 1259415, 2018 | activity change, negative = inhibition, % at 57.5 µM | HFF cells, HCMV-luciferase reporter, 72 h; stronger effect = lower value; in the data active = activity change below about -60%; inconclusive = no clear call, values can overlap the other calls; inactive = above about -39%
#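 Steps: HFFs plated, 16 h 37C; compounds added; HCMV-luciferase added to MOI 1 PFU/cell; 72 h 37C; OneGlo reagent, 5 min room temperature; luminescence read, normalized to controls.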
# AmpC detergent: qHTS Inhibitors of AmpC Beta-Lactamase (assay with detergent); hit rate 0.041% among 370,000; Potency, µM (top dose mostly 114 µM), inactives show at the top dose activity change, negative = inhibition, actives largely listed as inhibitors; AmpC hydrolysis of nitrocefin, absorbance 480 nm, 0.01% Triton; P00811;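 also: potency is read from the fitted curve at half-maximal effect; 0% = no-compound wells and -100% = no-enzyme wells; nearly all actives have a fitted effect of over 25% in size; some results filed as inactive show a strong effect at the top dose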
#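 AmpC (5.3 nM in the dispensed reagent) in 20 mM phosphate pH 7.0 with 0.01% (detergent screen) or 0.0001% Triton X-100 was preincubated with compounds for 15 min at room temperature. Nitrocefin was then added from an 800 uM solution, and hydrolysis was followed at 480 nm.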
# Starred values were filed as active, the others as inactive; ? = inconclusive; . = not tested or not shown; & = joins results of further samples; [ ] = another dose, or the depositor's remark. Unless noted, calls follow the shape of the dose curve; as a rule, active = well fitted curve in the direction sought with a large enough effect; inconclusive = small, poorly fitted or top-dose-only effect, or another doubt; inactive = no such curve, though single readings can be large; an effect the other way counts as inactive or inconclusive. Unless noted, % is scaled to controls: 0 for no effect and ±100 for the full control effect.
canonical_smiles,Sm TGR inh,HCV inh,AmpC no deterg,Giardia FBPA inh,HCMV antiviral,AmpC detergent
COc1ccc(N2C(=O)C3CCCN3C2c2cccc(OC)c2)cc1 (stereo not drawn),1%,16%,-1%,0%,-4,?
COc1ccc(/C=C/C(=O)O)cc1S(=O)(=O)NCc1cccnc1,?,7%,0%,-13%,4,0%
COc1ccc(Nc2nc(NCCCN3CCOCC3)nc(N)c2[N+](=O)[O-])cc1,5%,-16%,32%,2%,?,4%
CCOC(=O)CC(=O)CSc1nc(-c2ccccc2)cc(-c2ccccc2)c1C#N,10%,?,-38%,2%,-21,-2%
COc1ccc(Cc2n[nH]c(=S)n(N)c2=O)cc1,0%,-3%,-12%,-12%,9,8%
CC(C)NC(=O)COC(=O)/C=C/c1ccco1,50µM*,11%,-27%,4%,2,2%
COC(=O)c1cccnc1-n1c(=O)c2cccnc2n(CC(=O)Nc2ccc(C)cc2C)c1=O,5%,.,.,.,7,11%
O=C(CNC(=O)c1ccco1)NCC(=O)OCC(=O)c1ccc(Cl)c([N+](=O)[O-])c1,-30%,-4%,-21%,.,16,-1%
O=C(COC(=O)CCC(=O)c1cccs1)NCc1cccs1,5%,21%,-6%,2%,0,5%
Cn1nc(C(=O)OCc2ccc(F)cc2)c2ccccc2c1=O,-1%,-26%,-15%,6%,-23,2%
Cc1cc(C)nc(CCNC(=O)c2cc(COc3ccccc3)on2)n1,0%,7%,6%,.,8,3%
CCCCN1C(=O)NC(=O)C2(Cc3ccccc3N3CCOCC32)C1=O (stereo not drawn),30%,12%,-1%,-13%,13,-8%
Cc1cc(S(=O)(=O)Nc2cccc(Cl)c2)c(C)s1,9%,-4%,-19%,-13%,35,0%
O=C(COC(=O)CSc1cccc2cccc(Cl)c12)Nc1ncc(C(F)(F)F)cc1Cl,6%,30%[activator],-32%,-22%,71,7%
CC(=O)N1CCC(N(CCN2CCOCC2)C(=S)Nc2ccc(C)c(C)c2)CC1,2%,-8%,20%,-1%,?,4%
C[C@H](NC(=O)c1cccc([N+](=O)[O-])c1)C(=O)OCC(=O)c1ccccc1Br,.,5%,-37%,.,9,.
CC(=O)Nc1ccc(NC(=O)CN(C)CC(=O)Nc2ccccc2Br)cc1,4%,8%,-22%,-3%,?,2%
O=C1C(Cl)=C(N2CCCCCC2)C(=O)N1c1ccc(Br)cc1,-3%,3%,-41%,-10%,-11,?
CCN1CCc2c(C#N)c(NCc3ccccc3)nc(NCCO)c2C1,-5%,-15%,-2%,5.6µM*,-21,3%
Cc1ccc(N(CC(=O)NCCc2ccc(Cl)cc2)S(=O)(=O)c2c(C)noc2C)cc1,-4%&5%,-8%,84%[activator],.,-30&3,-1%&-2%

# Three compounds from above, sorted by number of heavy atoms, lowest first.
canonical_smiles,Sm TGR inh,HCV inh,AmpC no deterg,Giardia FBPA inh,HCMV antiviral,AmpC detergent
COc1ccc(Cc2n[nH]c(=S)n(N)c2=O)cc1,0%,-3%,-12%,-12%,9,8%
Cn1nc(C(=O)OCc2ccc(F)cc2)c2ccccc2c1=O,-1%,-26%,-15%,6%,-23,2%
CC(=O)Nc1ccc(NC(=O)CN(C)CC(=O)Nc2ccccc2Br)cc1,4%,8%,-22%,-3%,?,2%

# Following part
canonical_smiles,Sm TGR inh,HCV inh,AmpC no deterg,Giardia FBPA inh,HCMV antiviral,AmpC detergent
Cc1onc(-c2ccccc2)c1C(=O)N/N=C/c1ccc([N+](=O)[O-])c(O)c1,?,12%,-27%,.,-2,-2%
Cc1ccc(NC(=O)C2CCCN(S(=O)(=O)c3ccc4[nH]c(=O)ccc4c3)C2)cc1Cl (stereo not drawn),8%,.,.,.,39,-5%
CCOc1ccccc1NC(=O)N1CCc2ccccc2C1,1%,-12%,-12%,.,13,6%
S=c1[nH]nc(Cc2sc(-c3ccccc3)nc2-c2ccccc2)o1,-3%,13%,-34%,26%,28,7%
COc1ccc(NC(=O)CN(C)C(=O)CCNS(=O)(=O)c2ccc(Br)cc2)cc1,-9%,-17%,15%,.,-22,-1%
COc1ccc(-c2csc(Nc3ccc(C)cn3)n2)cc1OC,.,13µM*,58%,-6%,-20,-4%
O=C(CN1C(=O)S/C(=C\C=C\c2ccccc2)C1=O)Nc1ccc(C(=O)O)cc1,-15%,8%,-49%,11%,-12,0%
CC(OC(=O)c1ccccc1Nc1ccc(SC(F)F)cc1)C(N)=O (stereo not drawn),-6%,?,119%[activator],3%,-20,-8%
CCOCC(=O)Nc1cc(C(=O)NCCC(C)C)ccc1Cl,1%,.,0%,8%,.,1%
O=C(c1ccc(C(=O)N2CCCCCC2)cc1)N1CCCCCC1,-6%,4%,4%,2%,-13,-8%
Fc1ccccc1NC(=S)N1CCCCC1,-2%,19%,-16%,0%,0,-13%
CCC(Sc1nc2c(c(=O)n1CC)SC(C)C2)C(=O)OC (stereo not drawn),-8%,11%,0%,1%,16,?
O=C(OCc1nnc(-c2ccc([N+](=O)[O-])cc2)o1)C1CC(=O)N(CCc2ccccc2)C1 (stereo not drawn),89µM*,25%,46%,.,-16,3%
O=C(COc1ccccc1)Nc1ccc(S(=O)(=O)NCc2ccco2)cc1,?,?,-34%,0%,9,?
COc1ccc(CCC(=O)N2C[C@H]3C[C@@H](C2)c2cccc(=O)n2C3)cc1,-12%,4%,50%,4%,-4,?
CNC(=O)OC(C)CNS(=O)(=O)c1ccc(C)cc1 (stereo not drawn),-17%,5%,2%,10%,-3,-18%
CCCn1nc(NC(=O)c2cccs2)c2cc3cc(OC)ccc3nc21,1%,10µM*,-13%,?,-16,-5%
Cc1cccc(NC(=O)CC(C)(C)C)c1,-13%,6%,-11%,-4%,-33,-13%
O=C(Nc1ccccc1)c1cc(-n2cnnc2)ccc1Cl,3%,-20%,-14%,3%,-16,9%
O=C(CN1C(=O)S/C(=C\c2ccc(F)cc2)C1=O)NC1C=CS(=O)(=O)C1 (stereo not drawn),0%,0%,-27%,.,?,-7%

# Quoted at random: two entries already listed, in no set order.
canonical_smiles,Sm TGR inh,HCV inh,AmpC no deterg,Giardia FBPA inh,HCMV antiviral,AmpC detergent
O=C(COC(=O)CSc1cccc2cccc(Cl)c12)Nc1ncc(C(F)(F)F)cc1Cl,6%,30%[activator],-32%,-22%,71,7%
O=C(OCc1nnc(-c2ccc([N+](=O)[O-])cc2)o1)C1CC(=O)N(CCc2ccccc2)C1 (stereo not drawn),89µM*,25%,46%,.,-16,3%

# (continued)
canonical_smiles,Sm TGR inh,HCV inh,AmpC no deterg,Giardia FBPA inh,HCMV antiviral,AmpC detergent
COC(C[C@H](O)C[C@@H](O)[C@H](C)OCc1ccccc1)OC,13%,14%,-8%,7%,4,1%
COc1ccc2sc(-c3ccccc3OC)c(-c3ccc(OCCN(C)C)cc3)c2c1,.,10µM*,161%[activator],.,4,.
CCn1c(O)c2ccc(C(=O)N=NC(=O)c3ccccc3)cc2c1O,-18%,6%,0%,2%,13,-1%
CCC(=O)NC1=C(Nc2ccc(N)cc2)C(=O)c2ccccc2C1=O,4%,?,-15%,?,-5,-2%
CCOc1ccc(/C(O)=C2/C(=O)C(=O)N(c3ncccn3)C2c2ccc(C)cc2)cc1 (stereo not drawn),-7%,11%,-12%,19%,16,-8%
CC(C)(C#N)c1cc(Cn2cncn2)cc(C(C)(C)C#N)c1,-2%,.,-11%,4%,.,0%
COc1ccc(-c2c3c(nc4sc5c(=O)[nH]c(C)nc5c24)CCC3)cc1,13%,4%,-4%,0%,-88*,?
Cc1cc(C)c(C)c(S(=O)(=O)N2CCCCC2C(=O)O)c1C (stereo not drawn),-3%,21%,-19%,-19%,?,-7%
Cn1c(=O)c2c(ncn2CC(=O)N2CCCCCC2)n(C)c1=O,5%,-14%,-10%,-1%,-38,-1%
CC(C)CCNC(=O)c1cnn2c(C(F)(F)F)cc(-c3ccco3)nc12,20µM*,?,-6%,-15%,-24,3%
Cc1ccccc1[C@@]1(C)ON(c2ccccc2C(F)(F)F)C1=O,1%,?,-16%,.,-11,3%
CCCNC(=O)c1ccc2c(c1)nc(C)n2-c1cccc(C)c1,12%&8%,-12%,19%,-10%,-18&-12,1%&8%
CCOCCCNc1nc2c(S(=O)(=O)c3ccc(CC)cc3)nnn2c2ccc(Cl)cc12,9%,.,.,.,2,6%
O=C1C(=O)N(CCO)C(c2ccccc2)/C1=C(\O)c1ccccc1 (stereo not drawn),0%,-5%,-11%,-11%,96,-13%
CCOc1ccc(S(=O)(=O)N(CC(=O)O)c2ccccc2)cc1,3%,23%,-29%,28%,-16,1%
Cc1cc(OCc2cc(C(=O)N(C)Cc3ccccn3)no2)cc(C)c1Cl,-2%,-24%,170%[activator],.,87,-5%
COc1cc2c(=O)n(CCCN3CCOCC3)c(=S)[nH]c2c(OC)c1OC,0%,4%,14%,1%,-9,?
Cc1cccc(N2CCN(C(=O)C3CCN(S(=O)(=O)c4c(C)noc4C)CC3)CC2)c1C,-2%&-1%,13µM*,107%[activator],.,-22&-13,2%&-3%
Cc1cc(C)n(CC2CC(=O)N(c3ccc(C)c(Cl)c3)C2=O)n1 (stereo not drawn),-10%,-2%,-4%,4%,1,-3%
COc1cc(C(=O)NCCC(=O)N2CCC3(CC2)NCCc2[nH]cnc23)cc(OC)c1OC,-15%,?,-18%,.,-29,?
N#CC1=C(N)N(c2ccccc2)C2=C(C(=O)CCC2)C1c1ccccc1 (stereo not drawn),?,-11%,-36%,?,-20,?
Cn1cc(C(=O)Nc2ccc3c(c2)CCC3)cn1,5%,-11%,-28%,-9%,-6,2%
O=c1[nH]c(=O)n([C@H]2C[C@H](O)[C@@H](CO)O2)cc1I,-16%,16%,-17%,.,40,-17%
COC(=O)c1cc(S(=O)(=O)Nc2ccc(C)c(F)c2)c[nH]1,2%,-11%,-41%,-18%,46,4%
CCCN(C(=O)c1nn(-c2ccc(OC)cc2)c(=O)c2c1c1ccccc1n2C)c1ccc(CC)cc1,-8%,.,.,.,-4,1%
CC(=O)Oc1ccc(C(=O)Cc2ccccn2)c(O)c1,-8%,40%[activator],-1%,0%,-35,?
CC(Sc1nnnn1C1CCCCC1)C(=O)O (stereo not drawn),-9%,6%,-35%,-6%,-15,1%
CCc1ccccc1NC(=O)CSc1ncc(S(=O)(=O)c2ccccc2)c(=O)[nH]1,6%,.,.,.,13,17%
O=C(c1ccc2c(c1)CCN2S(=O)(=O)c1ccccc1)N1CCN(c2ccccc2)CC1,-2%,-29%,45%,-2%,20,-5%
COC(=O)c1cc(-c2ccc(NC(C)=O)cc2)nc2ccccc12,-1%,?,68%[activator],4%,-68*,0%
O=S(=O)(CCN(CCS(=O)(=O)C(F)(F)F)CC1CCCO1)C(F)(F)F (stereo not drawn),?,?,-1%,0%,-31,-9%
